Compound activity from PubChem BioAssay.
CASP6 VEID inh = caspase-6 (human) enzyme inhibition. AID 686996. P55212. hit rate 0.53% among 350,000. inhibition, % at 12.5 µM. purified caspase-6, Z-VEID-R110 cleavage fluorescence;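 active = mean inhibition across replicates at least about 35%, with every replicate also reaching that limit, limit read from the data; inconclusive = only one of the two criteria met; inactive = neither criterion met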;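 also: 0% = median of neutral control wells and 100% = no fluorescence left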
Target sequence (P55212 24-179 limits assumed): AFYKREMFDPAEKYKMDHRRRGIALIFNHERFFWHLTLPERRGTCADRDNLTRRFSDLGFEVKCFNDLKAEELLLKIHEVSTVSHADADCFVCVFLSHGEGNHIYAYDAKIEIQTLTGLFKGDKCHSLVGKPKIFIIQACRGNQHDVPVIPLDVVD
Target sequence (P55212 194-293 limits assumed): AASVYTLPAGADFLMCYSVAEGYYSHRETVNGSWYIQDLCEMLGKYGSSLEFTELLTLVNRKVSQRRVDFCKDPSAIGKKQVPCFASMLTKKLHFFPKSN
SIRT5 inh = sirtuin-5 (human) deacylase inhibition | hit rate 1.1% among 330,000 | AID 652115 | Purified SirT5, succinyl-peptide AMC, trypsin-coupled fluorescence | Q9NXA8 | inhibition, % at 15 µM; in the data active = inhibition above about 15%; inconclusive = no clear call, values can overlap the other calls
Target sequence (Q9NXA8 whole entry, looked up): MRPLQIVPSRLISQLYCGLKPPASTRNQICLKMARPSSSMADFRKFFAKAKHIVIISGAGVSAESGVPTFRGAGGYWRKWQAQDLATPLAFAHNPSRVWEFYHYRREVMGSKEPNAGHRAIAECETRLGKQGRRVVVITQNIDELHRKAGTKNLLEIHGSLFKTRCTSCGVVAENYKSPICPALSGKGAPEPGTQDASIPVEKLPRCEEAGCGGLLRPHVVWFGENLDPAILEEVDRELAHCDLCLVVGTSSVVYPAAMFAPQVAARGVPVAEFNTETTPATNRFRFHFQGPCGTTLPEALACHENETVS
F508del corr = CFTR F508del correction in bronchial cells; CFBE cells, YFP halide quenching; stimulated with forskolin plus potentiator P3; % fluorescence drop versus neutral controls; activity (quench increase), % at 7.58 µM; hit rate 0.36% among 350,000; AID 720511;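 active = mean added fluorescence quench of at least 8% versus neutral control, with both replicates also reaching 8%; inconclusive = only one of the mean or replicate conditions met; inactive = mean below 8% and not both replicates reaching 8%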;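 also: cells transiently co-express mutant CFTR-F508del with the halide-sensitive YFP; corrector assay measuring rescue of mutant channel to the surface after 24 h compound exposure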
DENV2 CPE = inhibitors of DENV2 cytopathic effect | DENV2-infected cells, cytopathic effect rescue, plate reader | CPE inhibition, % at 9.99 µM | hit rate 1.7% among 350,000 | AID 651640; in the data active = CPE inhibition above about 20%, passing the limit was not always enough; inconclusive = no clear call, values can overlap the other calls; tested in BHK-21 cells;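 also: 0% = median of neutral control wells and 100% = median of positive control wells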
ERAP1 inh = inhibitors of human ERAP1 aminopeptidase | Q9NZ08 | recombinant ERAP1, Leu-AMC fluorescence, 60 min | inhibition, % at 10.7 µM | hit rate 0.15% among 340,000;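 active = mean replicate inhibition of at least 30%, or all replicates individually reaching that 30% level; inactive = mean below 30% and not every replicate reaching it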;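 also: 0% = neutral control wells and 100% = L-leucinethiol positive control wells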
ERp5 inh = blocks human ERp5 reductase activity on insulin. Q15084. ERp5 insulin aggregation, absorbance 650 nm, 90 min. inhibition, % at 9.99 µM. hit rate 0.05% among 350,000;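 active = mean replicate inhibition above about 25%, with every replicate also reaching it, limit read from the data, passing the limit was not always enough; inconclusive = only one of those two criteria met; inactive = neither criterion met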
Target sequence (Q15084 whole entry, looked up): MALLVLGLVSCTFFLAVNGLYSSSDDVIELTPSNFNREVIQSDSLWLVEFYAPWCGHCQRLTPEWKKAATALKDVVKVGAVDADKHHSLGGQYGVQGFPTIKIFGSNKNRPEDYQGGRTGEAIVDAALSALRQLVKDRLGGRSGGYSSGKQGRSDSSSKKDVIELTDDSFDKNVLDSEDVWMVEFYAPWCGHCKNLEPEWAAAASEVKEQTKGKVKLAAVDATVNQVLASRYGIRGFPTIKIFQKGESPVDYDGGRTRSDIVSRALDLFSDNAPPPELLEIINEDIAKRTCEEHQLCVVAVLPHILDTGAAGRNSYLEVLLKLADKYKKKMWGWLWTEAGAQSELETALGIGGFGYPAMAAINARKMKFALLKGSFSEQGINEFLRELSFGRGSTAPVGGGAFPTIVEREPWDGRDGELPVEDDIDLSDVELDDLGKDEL
miR122 inh = miR-122 inhibition in Huh7 cells. Huh7 miR-122 Renilla luciferase sensor, 48 h; neutral wells = 0, positive control = 100. activation (reporter increase), % at 12.5 µM. hit rate 0.3% among 340,000;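 active = mean replicate activation score at least 90 and every replicate individually at or above 90; inconclusive = only one of the two criteria met; inactive = neither criterion met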;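 also: higher luciferase means less miR-122 activity so hits act as miR-122 inhibitors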
Active calls of the source: *; ? = inconclusive; . = no result given; & = joins results of further samples; ! = not confirmed by another sample; [ ] = remark or other dose. No enrichment for hits. About 4% of those tested had a hit in this group.

cpd | Molecule | CASP6 VEID inh | SIRT5 inh | F508del corr | DENV2 CPE | ERAP1 inh | ERp5 inh | miR122 inh
1 | Cc1nc2ccccc2n1Cc1ccc(Cl)cc1 | 1 | 2 | 5.7 | -17 | 0 | -2 | -5
2 | CC(=O)c1ccc(NC(=O)NC2CC(=O)N(c3ccc4c(c3)OCCO4)C2)cc1 (configuration not stated) | 3 | -2 | -0.3 | -3 | 0 | 8 | .
3 | COc1ccc(NC(=O)Cc2csc(NC(=O)Nc3ccccc3OC)n2)cc1 | 0 | . | 2.0 | -1 | -3 | 9 | 1
4 | O=C(O)c1ccc2c(c1)C(=O)N(CCc1c[nH]c3ccccc13)C2=O | 7 | -4 | 0.8 | 1 | -2 | -1 | -10
5 | COCC(=O)Nc1ccc2c(c1)C(=O)N(C)C[C@H](OC)[C@@H](C)CN(Cc1cncnc1)[C@@H](C)CO2 | 2 | 1 | 1.6 | 0 | 0 | -3 | 0[16.7 µM]
6 | CCCC#Cc1ccc([C@H]2[C@H](CO)N3C(=O)CN(C(=O)Nc4ccccc4F)C[C@@H]23)cc1 | 1 | -5 | 2.2 | 19 | 0 | -5 | .
7 | CC1CCN(c2c(NCC3CCC(C(=O)N4CCCCC4)CC3)c(=O)c2=O)CC1 (configuration not stated) | -1 | -7 | 4.7 | 0 | 3 | 0 | -3
8 | Cn1c(=O)c2cc3ccccc3nc2n(C)c1=O | 2 | -5 | 0.9 | -1 | 0 | 4 | .
9 | CCc1cc(=O)oc2cc(C)cc(OCC(=O)NCc3cccnc3)c12 | 1 | -20 | -1.0 | -1 | 1 | -2 | -4
10 | C/C=C/c1cnc2c(c1)C(=O)N([C@@H](C)CO)C[C@H](C)[C@@H](CN(C)S(=O)(=O)c1ccc(C)cc1)O2 | 4&1&2 | -2&3&-1 | -2.9&1.2&0.8 | 18&-3&4 | 1&3&1 | 9&1&-5 | 16
11 | CN(Cc1ccccc1)C(=O)CCS(=O)(=O)c1ccc2c(c1)n(C)c(=O)c(=O)n2C | 4 | . | 4.1 | -9 | . | -2 | -5
12 | CCN(CC)CCN(C(=O)c1ccc2c(c1)CCCC2)c1nc2c(C)cccc2s1 | -2 | 0 | -0.1 | 5 | 4 | 5 | -3
13 | CCOc1ccc(C(=O)CCC(=O)NN2CCCCC2)cc1 | 1 | -3 | -1.1 | -7 | 3 | -1 | -6
14 | COc1ccc(N2CCN(CCCNC(=O)C(=O)c3c[nH]c4ccccc34)CC2)cc1 | 2 | 2 | -0.8 | -12 | -2 | 4 | 1
15 | CC(=O)OCC1=C(C(=O)O)N2C(=O)C(NC(=O)CC(C)c3ccccc3)C2SC1 (configuration not stated) | 14 | -3 | -0.7 | -3 | 1 | 4 | -12
16 | CC1CN(C(=O)c2cc3ccccc3cc2O)CC(C)O1 (configuration not stated) | 0 | 9 | 0.2 | -3 | 0 | -9 | 1
17 | CC(=O)CC(=O)NC1CCc2ccccc21 (configuration not stated) | -1 | . | -1.0 | 0 | 0 | 3 | .
18 | CC(C)(C)C(=O)CNCC(=O)C(C)(C)C | 0 | 25* | -2.5 | 13 | 0 | 2 | .
19 | Cc1ccc(S(=O)(=O)Nc2ccc3c(c2)C(=O)N([C@H](C)CO)C[C@H](C)[C@H](CN(C)C(=O)Nc2ccc4c(c2)OCO4)OCCCC[C@H](C)O3)cc1 | 2 | 1 | -1.1 | 5 | 6 | 3 | -5[16.7 µM]
20 | COc1ccc(-c2ccc3c(c2)O[C@@H](CN(C)C(C)=O)[C@@H](C)CN([C@H](C)CO)S3(=O)=O)cc1 | 3 | 0 | -1.0 | -12 | 5 | 0 | 3[16.7 µM]
21 | CC(=O)N1CCC(c2nc3ccccc3n2C(C)C(=O)NCc2ccccc2)CC1 (configuration not stated) | -1 | . | 1.5 | -6 | 0 | -4 | .
22 | O=C(Cc1ccncc1)N1CC[C@@H]2[C@@H](CO)Nc3ccc(-c4cccc(F)c4)cc3[C@@H]21 | 0 | 10 | 2.2 | 7 | 0 | 0 | .
23 | CCOC(=O)c1c(NC(=S)NC(C)=O)sc(C)c1C | 3 | -2 | . | . | -5 | 0 | .
24 | CC(=O)CCc1oc2c([N+](=O)[O-])cccc2c1-c1ccc(C)o1 | 2 | -4 | 1.0 | 7 | 5 | -2 | 6
25 | Cc1oc(-c2ccccc2Cl)nc1CN1CCCN(C(=O)c2ccco2)CC1 | 2 | 1 | 1.8 | 0 | -1 | 3 | -3
26 | CCCNC(=O)N1C[C@H](O)COC[C@H]2O[C@H](CC(=O)N3CCN(C)CC3)CC[C@@H]21 | 2 | 12 | 1.3 | -8 | 0 | 1 | 2[16.7 µM]
27 | CC(C)(C)n1nc2c(c1NC(=O)COc1ccc3ccccc3c1)CS(=O)C2 (configuration not stated) | -2 | 1 | -2.5 | ? | 8 | -1 | -4
28 | O=C(Nc1ccc(OC(F)(F)F)cc1)c1ccc(S(=O)(=O)N2CCOCC2)o1 | -2 | 3 | -32 | 11 | -4 | 1 | .
29 | CCOC(=O)C1=CCN(S(=O)(=O)c2ccc(Br)cc2)C1c1ccc(F)cc1 (configuration not stated) | 0 | -1 | -1.9 | 4 | -3 | 6 | .
30 | CCCN(CCC)c1ccc(C(O)c2nnc(-c3ccccc3)o2)cc1 (configuration not stated) | . | 6 | 0.3 | 3 | -3 | 1 | .

Some entries already given, showing only CASP6 VEID inh and ERp5 inh.
nr	compound	CASP6 VEID inh	ERp5 inh
24	CC(=O)CCc1oc2c([N+](=O)[O-])cccc2c1-c1ccc(C)o1	2	-2
19	Cc1ccc(S(=O)(=O)Nc2ccc3c(c2)C(=O)N([C@H](C)CO)C[C@H](C)[C@H](CN(C)C(=O)Nc2ccc4c(c2)OCO4)OCCCC[C@H](C)O3)cc1	2	3

Going on with the list:
cpd | Molecule | CASP6 VEID inh | SIRT5 inh | F508del corr | DENV2 CPE | ERAP1 inh | ERp5 inh | miR122 inh
31 | COc1ccc(S(=O)(=O)N(C)C[C@@H]2OCCCC[C@@H](C)Oc3ccc(NC(=O)CCC(F)(F)F)cc3C(=O)N([C@@H](C)CO)C[C@H]2C)cc1 | 0 | 3 | 0.7 | -4 | -5 | 0 | 2[16.7 µM]
32 | COc1ccc(NC(=O)N(C)C[C@H]2Oc3ccc(NC(=O)CCN4CCOCC4)cc3C(=O)N([C@H](C)CO)C[C@@H]2C)cc1 | 1&-2 | 4 | -0.5&0.9 | 52*! | -3 | 4&4 | 1[16.7 µM]
33 | CC1(C(=O)Nc2ccc3c(c2)OCO3)CCN1Cc1cccc2c1OCO2 (configuration not stated) | 0 | . | -0.9 | -1 | -3 | 5 | 6
34 | O=C1CCCn2cc(nn2)COCC2CCCN12 (configuration not stated) | -5 | 4 | . | -3 | 2 | -1 | .
35 | Cc1ccc(NC2CCCCC2NS(=O)(=O)c2ccccc2)c(C)c1 (configuration not stated) | 4 | -1 | 0.4 | 7 | 3 | -2 | -4
36 | CC1C(=O)N(Cc2cn(CC3CCCCC3)nn2)CCS(=O)(=O)N1Cc1ccc(-c2cccc(N(C)C)c2)cc1 (configuration not stated) | -3 | -3 | -2.4 | -3 | 9 | 5 | 0
37 | Cc1cc(C(=O)Nc2ccc(C)c(C)c2)n(-c2ccccc2)n1 | 0 | 0 | 1.1 | 7 | -1 | 1 | 2
38 | O=C(Oc1ccc(/C=N/NC(=O)c2ccco2)cc1)c1ccccc1 | -4 | 2 | 0.4 | 10 | -2 | -1 | .
39 | COC(=O)[C@@]1(Cc2ccc(F)cc2)[C@H]2c3cc(C(=O)N4CCCC4)n(Cc4cc(C)n(C)n4)c3C[C@H]2CN1C(=O)c1ccccc1 | 10 | . | 3.9 | ? | . | 1 | .
40 | C[C@@H]1CN([C@@H](C)CO)C(=O)Cc2cc(NC(=O)C3CCCCC3)ccc2O[C@H]1CN(C)Cc1ccc(C(=O)O)cc1 | -3 | 0 | -0.5 | -4 | 3 | 4 | -8[16.7 µM]
41 | NNC(=O)c1oc2nc(-c3ccccc3)cc(-c3ccccc3)c2c1N | -3 | -2 | 2.2 | 4 | -1 | 1 | .
42 | CC(Oc1ccccc1Cl)C(=O)Nc1ccccc1C(=O)N1CCOCC1 (configuration not stated) | -5 | -5 | -1.7 | 1 | -2 | 7 | -7
43 | COc1ccc(CNC(=O)C[C@H]2C[C@H]3c4cc(NC(=O)CC5CC5)ccc4O[C@H]3[C@@H](CO)O2)cc1 | . | . | -1.3 | 16 | . | . | 0[16.7 µM]
44 | O=C(c1cccnc1)N1CC2(C1)[C@H](c1ccccc1)[C@H](CO)N2CC1CC1 | -1 | 4 | -0.4 | -1 | 4 | 1 | .
45 | COc1ccc(C(=O)N2CCCCC2c2cc(C(=O)NCc3ccccc3)no2)cc1 (configuration not stated) | 2 | -6 | 3.1 | -3 | -3 | -1 | 5
46 | COc1cc2c(cc1OC)-c1cc(Nc3ccccc3Br)nc(=O)n1CC2 | 0 | -3 | 3.7 | 13 | 0 | 0 | -20
47 | O=C(Nc1ccccc1N1CCN(C(=O)c2ccccc2)CC1)c1ccc(Br)o1 | 0 | -1 | 0.8 | -7 | 1 | -11 | 3
48 | Cc1ccc(S(=O)(=O)NCC(=O)NC2CC2)cc1 | 13 | -3 | -2.0 | 2 | 2 | -29 | .
49 | COc1ccc(N(C(=O)c2ccco2)C(C(=O)NC2CCCC2)c2ccncc2)cc1OC (configuration not stated) | -1 | -3 | -2.4 | 2 | -4 | -1 | .
50 | CN(C)C(=O)C#Cc1ccccc1 | -1 | -1 | -3.5 | 1 | 10 | 1 | .
51 | Cc1ccccc1CNC(=O)C1CCCN(c2cnccn2)C1 (configuration not stated) | 1 | -4 | -1.3 | 8 | 2 | 0 | 6
52 | C[C@@H]1CN([C@@H](C)CO)S(=O)(=O)c2ccc(C#CC3(O)CCCC3)cc2O[C@H]1CN(C)C(=O)c1ccccc1 | 1 | 8 | -4.7 | 3 | -1 | -2 | 9[16.7 µM]
53 | Cc1ccccc1-c1nc(CN(C)C(C)c2ccon2)c(C)o1 (configuration not stated) | -1 | 0 | -0.9 | -7 | 1 | -2 | .
54 | Cc1sc2nc(SCC(=O)N3CCOCC3)[nH]c(=O)c2c1-c1ccccc1 | 6 | 8 | 1.9 | -5 | 4 | -6 | .
55 | Cc1ccc(C(=O)NCC(=O)NNC(=O)CN(C)S(=O)(=O)c2ccc(Cl)cc2)s1 | 1 | -3 | -0.1 | 4 | -3 | -8 | -5
56 | COc1ccccc1C1CCN(C(=O)C2CCCCC2)CC1 | -1 | 1 | -1.5 | -3 | -1 | 6 | -6
57 | C[C@@H]1CN([C@H](C)CO)C(=O)Cc2cc(NC(=O)CCN3CCOCC3)ccc2O[C@H]1CN(C)Cc1ccc(Oc2ccccc2)cc1 | 1 | -7 | 0.5 | 4 | 3 | 0 | 4[16.7 µM]
58 | COc1ccc(Cn2cc([N+](=O)[O-])nc2C)cc1[N+](=O)[O-] | 2 | 1 | -1.1 | -1 | 3 | 3 | .
59 | COc1ccc(CNC(=O)COc2ccc(C(=O)c3ccc(F)cc3)cc2)cc1 | 3 | -1 | 4.6 | 4 | 2 | ? | .
60 | Cc1c(C(=O)NCc2ccccn2)sc2nc(-c3ccccc3)cn12 | 0 | -3 | 3.2 | 2 | 5 | -1 | -2
61 | COc1ccc(NC(=O)N(C)C[C@H]2Oc3ncc(C#CCC(C)C)cc3C(=O)N([C@H](C)CO)C[C@H]2C)cc1 | 0 | 6 | -0.4 | -9 | 2 | -1 | -10[16.7 µM]
62 | COc1ccc(NC2CCCN(C(=O)c3cccnc3SC)C2)cc1OC (configuration not stated) | 2 | -5 | -1.6 | -4 | 3 | -15 | 0
63 | Cc1cc(C)c(S(=O)(=O)c2ccccc2)c(N2CCOCC2)n1 | 0 | 3 | 2.8 | -6 | -4 | -3 | -3
64 | Cc1cn(-c2cc(C(=O)Nc3ccc(C)c(NC(=O)N4CCNC4=O)c3)cc(C(F)(F)F)c2)cn1 | -1&1 | -5 | 4.8&2.6 | -1&-11 | -3&1 | 3&-5 | -4&1
65 | COc1ccccc1S(=O)(=O)N[C@H]1CC[C@@H](CC(=O)NCc2cccc(F)c2)O[C@@H]1CO | -1 | -1 | 1.0 | ? | 2 | 4 | -2[16.7 µM]
